Runt-SMMHC FRET: Runt domain-CBFb-SMMHC interaction inhibition | Q01196+Q13951 | Cerulean-Runt/Venus-CBFb-SMMHC FRET ratio 530/480, 1 h | inhibition, % at 20 µM | actives 0.74% (n = 220,000) | AID 1434;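 active = mean inhibition across duplicate retests at 20 µM reaching about 50%, limit read from the data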;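 note: 0% = DMSO wells and 100% = wells with excess untagged CBFb-SMMHC; inhibitors lower the FRET ratio by blocking Runt binding to CBFb-SMMHC; some results filed as inactive read as strong as hits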
p97 inhibitor: blocks human p97 ATPase activity. recombinant p97 ATPase, Kinase-Glo ATP luminescence, 3 h. actives 0.42% (n = 220,000). inhibition, % at 8 µM. AID 1481; in the data active = inhibition above about 15%;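 note: 0% = DMSO vehicle and 100% = wells lacking enzyme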
Target sequence (P55072 whole entry, looked up): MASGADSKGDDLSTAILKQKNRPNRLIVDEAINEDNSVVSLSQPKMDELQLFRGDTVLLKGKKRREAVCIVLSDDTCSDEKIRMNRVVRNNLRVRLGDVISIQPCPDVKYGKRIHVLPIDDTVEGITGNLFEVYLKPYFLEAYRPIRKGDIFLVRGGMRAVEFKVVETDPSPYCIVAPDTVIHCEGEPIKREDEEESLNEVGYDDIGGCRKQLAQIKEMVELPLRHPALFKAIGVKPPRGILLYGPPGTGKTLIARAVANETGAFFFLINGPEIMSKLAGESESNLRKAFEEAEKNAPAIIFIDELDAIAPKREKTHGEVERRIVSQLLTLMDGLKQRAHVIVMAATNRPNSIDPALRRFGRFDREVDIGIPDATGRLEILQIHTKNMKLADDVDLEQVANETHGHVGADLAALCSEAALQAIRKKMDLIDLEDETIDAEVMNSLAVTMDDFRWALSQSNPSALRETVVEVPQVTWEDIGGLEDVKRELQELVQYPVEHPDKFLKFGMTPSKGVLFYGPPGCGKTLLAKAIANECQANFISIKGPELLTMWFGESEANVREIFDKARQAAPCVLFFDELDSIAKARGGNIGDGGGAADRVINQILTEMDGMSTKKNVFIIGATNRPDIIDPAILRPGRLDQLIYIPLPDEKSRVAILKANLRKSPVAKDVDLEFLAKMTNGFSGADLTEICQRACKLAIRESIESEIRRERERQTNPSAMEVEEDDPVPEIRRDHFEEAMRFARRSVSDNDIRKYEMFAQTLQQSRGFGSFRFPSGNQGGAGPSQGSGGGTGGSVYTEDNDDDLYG
Furin inhibitor: human furin inhibition; purified furin, fluorogenic substrate cleavage; inhibition, % at 30 µM; P09958; actives 0.061% (n = 220,000); AID 463115; in the data active = inhibition above about 25%; note: inactives centre near -15
EBV gp42 block: blocks Epstein-Barr virus glycoprotein 42 binding. inhibition, % (tested at 21.74 µM). Q1HVG2. Fluorescence polarization binding assay, mP read-out. actives 0.42% (n = 220,000); in the data active = inhibition above about 50%
RBBP9 inh: inhibitors of human serine hydrolase RBBP9; O75884; inhibition, % at 7.94 µM; AID 1515; recombinant RBBP9, FP-Rh probe fluorescence polarization; actives 0.2% (n = 220,000);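 active = inhibition above the campaign mean of all tested compounds plus 3 SD, cut at about 14% in these data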;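 note: plate controls were DMSO wells with RBBP9 for no effect and wells lacking RBBP9 protein for full effect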
Target sequence (O75884 whole entry, looked up): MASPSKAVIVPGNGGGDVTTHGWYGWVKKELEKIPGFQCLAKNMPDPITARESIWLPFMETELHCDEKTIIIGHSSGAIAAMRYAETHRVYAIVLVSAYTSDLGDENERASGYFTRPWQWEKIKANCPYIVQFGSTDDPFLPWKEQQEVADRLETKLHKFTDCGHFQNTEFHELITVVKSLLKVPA
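Measured by: FP readout at 525/598 nm; material: recombinant human RBBP9; also added: Serine-hydrolase probe FP-Rh, 375 nM pre-mixing; medium: Tris buffer pH 8.0, NaCl, Pluronic; replication: one well per compound; doses: one concentration, 7.94 µM nominal, 0.794% DMSO; timing: preincubation 30 min plus labeling 45 min at 25 °C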
p47phox inh: p47phox (human) inhibition; P14598; p47phox/p22phox peptide binding, fluorescence polarization, 2 h; inhibition, % at 24.7 µM; actives 0.53% (n = 220,000); AID 1274;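 active = inhibition above about 30%, limit read from the data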;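 note: 0% = p47phox with labelled peptide and 100% = labelled peptide alone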
Calpain2 inh: inhibitors of pig calpain II. purified calpain II, fluorogenic peptide substrate, 30 min. inhibition, % at 16 µM. actives 0.37% (n = 220,000). AID 1236;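 active = inhibition above about 50%, limit read from the data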
Runt-CBFb FRET: inhibitors of human RUNX1 Runt domain binding to CBFb; Q01196+Q13951; Cerulean-Runt/Venus-CBFb FRET ratio 530/480, 1 h; inhibition, % at 20 µM; actives 0.46% (n = 220,000);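 active = inhibition over about 50% at 20 µM in the single-dose screen, limit read from the data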;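 note: 0% = DMSO wells and 100% = excess unlabeled CBFb competitor control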
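Schedule: protein complex preformed 1 h, compound exposure 1 h, room temperature, dark; test system: Cerulean-labeled Runt domain protein; amount: 100 nM per protein; buffer or medium: Tris 50 mM pH 7.5, KCl, K2SO4, 0.01% BSA; read-out: loss of energy transfer signal; detection: FRET fluorescence; controls: 5 µM unlabeled CBFb as full-inhibition high control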
TbHK1 inh: blocks Trypanosoma brucei hexokinase 1 activity. recombinant TbHK1, G6PDH-coupled NADH A340. inhibition, % at 10 µM. actives 0.11% (n = 220,000). AID 1430;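 active = inhibition of 50% or more in the single-dose primary screen; inactive = inhibition below 50%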
Starred values were filed as active, the others as inactive; . = not tested or not shown; [ ] = another dose, or the depositor's remark.

cpd | SMILES | Runt-SMMHC FRET | p97 inhibitor | Furin inhibitor | EBV gp42 block | RBBP9 inh
1 | O=C(Cc1cccs1)Nc1nnc(SCc2ccc(F)cc2)s1 | 2 | 1 | -11 | -7 | -7
2 | Cc1cc(C)n2nc3nc4c(cc3c2n1)CCCC4 | . | 9 | -70 | 2 | 7
3 | COc1cccc(N2C(=O)C3C(C2=O)C2C=CC3C23CC3)c1 (stereo not drawn) | -1 | 3 | -14[20 µM] | -19 | -7
4 | NC(=O)NCc1ccccc1 | -1 | 5 | -34 | -10 | -5
5 | CC1CCc2sc(C(=O)OCC(=O)NCc3ccccc3)cc2C1 (stereo not drawn) | -3 | 2 | -24 | -15 | -6
6 | CNC(=O)Nc1cccc(-c2ccnc(C)n2)c1 | -1 | 4 | -12 | -18 | 1
7 | O=C(O)CC(NC(=O)C(F)(F)F)c1ccc2c(c1)OCO2 (stereo not drawn) | 0 | 3 | -8 | 1 | 4
8 | O=C(Cn1c(C(F)(F)F)nc2ccccc21)NCCCN1CCOCC1 | 7 | 3 | -14[20 µM] | 5 | -4

cpd | p47phox inh | Calpain2 inh | Runt-CBFb FRET | TbHK1 inh
1 | -11 | 0 | -1 | 0
2 | -7 | -240 | 65* | -24
3 | -10 | -14 | 0 | 1
4 | -2 | -12 | 4 | -8
5 | -9 | -9 | 0 | -1
6 | 5 | 8 | 3 | -10
7 | -9 | 24 | 0 | -2
8 | -18 | -14 | -1 | -3

Continuation.
cpd | SMILES | Runt-SMMHC FRET | p97 inhibitor | Furin inhibitor | EBV gp42 block | RBBP9 inh
9 | C/C(CC(=O)Nc1ccc(Cl)cc1Cl)=N\NC(N)=S | -2 | 3 | -20 | -9 | -3
10 | CC(C)C(=O)N1CCN(c2ccc(NC(=O)c3ccc4c(c3)OCCO4)cc2)CC1 | -4 | 4 | -28 | -13 | 2
11 | O=C(CN1N=C(c2ccccc2)CCC1=O)NCc1ccco1 | -2 | 4 | -22 | -11 | -3
12 | CCOc1ccc(C(=O)CCN2CCCCCC2)cc1 | 10 | 10 | -11 | -15 | 3
13 | Cn1nc(C(F)(F)F)c(C(=O)Nc2ccc(F)cc2F)c1Cl | -1 | 1 | -28 | -14 | -7
14 | COc1ccc(/C=C(/C(=O)NCc2ccccc2)c2ccccc2)cc1 | -3 | 4 | -7 | -15 | -1
15 | COc1ccc(Cl)cc1-c1nc(-c2ccc(NC(=O)c3cccs3)cc2)no1 | 0 | 2 | -11 | -9 | -16
16 | CCOC(=O)CSc1nc2cc(C(=O)N3CCC(C(N)=O)CC3)ccc2c(=O)n1-c1ccccc1 | -1 | -7 | -6[20 µM] | 3 | -10

cpd | p47phox inh | Calpain2 inh | Runt-CBFb FRET | TbHK1 inh
9 | -7 | 10 | 2 | -1
10 | 4 | -41 | 1 | -5
11 | -17 | -1 | 3 | -2
12 | -7 | 6 | 8 | -5
13 | -13 | -11 | 0 | 0
14 | -8 | 30 | -3 | -3
15 | -55 | -66 | -7 | 4
16 | -15 | 9 | 1 | 0

(continued)
cpd | SMILES | Runt-SMMHC FRET | p97 inhibitor | Furin inhibitor | EBV gp42 block | RBBP9 inh
17 | CCN(CC)C(=O)c1cccc2c1C(=O)c1ccccc1-2 | 0 | -2 | -13[20 µM] | -16 | -7
18 | Nc1c(N=Nc2cccc(Cl)c2)c(=O)[nH]n1-c1ccccc1 | -1 | 2 | -18[20 µM] | 3 | -8
19 | CCCc1oc2c(c(=O)c1CC)C(=O)CC(C)(C)C2 | -1 | 4 | -3[20 µM] | -8 | 2
20 | Oc1ccc2ccccc2c1C=NC12CN3CCN(CN(C3)C1)C2 | 2 | 20* | -7 | 17 | -8
21 | COCCCNC(=O)CN1C(=O)c2ccccc2C1=O | 1 | 2 | -11 | -12 | 1
22 | CC1CN(CCc2ccccc2)c2nc3c(c(=O)[nH]c(=O)n3C)n2C1 (stereo not drawn) | 3 | 4 | -14 | -9 | -1
23 | O=C1NC2CCc3nc4ccccc4c(=O)n3C2=Nc2ccccc21 (stereo not drawn) | -13 | 4 | -17 | -8 | 8
24 | COCCC1CCCCN1Cc1cn(-c2ccccc2)nc1-c1ccc2c(c1)OCO2 (stereo not drawn) | -5 | -6 | -16 | -6 | -12

cpd | p47phox inh | Calpain2 inh | Runt-CBFb FRET | TbHK1 inh
17 | -20 | -8 | -1 | -2
18 | -4 | 24 | . | -12
19 | -1 | 6 | -2 | 4
20 | -8 | 17 | 5 | -5
21 | -2 | -1 | -1 | 0
22 | -14 | -19 | -1 | 4
23 | -1 | 18 | -2 | -3
24 | 1 | -4 | -1 | -6

Next part:
cpd | SMILES | Runt-SMMHC FRET | p97 inhibitor | Furin inhibitor | EBV gp42 block | RBBP9 inh
25 | O=S(=O)(c1ccc(Cl)cc1)c1ccccn1 | -4 | 1 | 8 | -7 | -9
26 | Cc1cc(=S)c2cccc(C)c2[nH]1 | 0 | -4 | -14 | -19 | -3
27 | CCOP(=O)(OCC)C(Nc1cccc(C(F)(F)F)c1)c1ccc(Br)cc1 (stereo not drawn) | 0 | 0 | 4 | -5 | -2
28 | CC1(C)CC(=O)C(=CN2CCN(C(=O)c3ccco3)CC2)C(=O)C1 | 1 | 1 | 22 | -20 | -8
29 | COc1c(Cl)cc(Cl)cc1C(=O)n1nc(C)cc1C | -7 | 1 | -21[20 µM] | -9 | -9
30 | CCOc1ccccc1C(=O)NC(C(=O)Nc1cccnc1)C(C)C (stereo not drawn) | 3 | -1 | -17 | -15 | 2
31 | Cn1c(=O)n(C)c2cc(NS(=O)(=O)c3ccc(Cl)s3)ccc21 | -15 | 3 | -14 | 2 | 7
32 | COC(=O)C1(C(F)(F)F)N=C2Sc3ccccc3N2C(N2CCOCC2)=N1 (stereo not drawn) | 1 | -4 | -12 | 1 | 0

cpd | p47phox inh | Calpain2 inh | Runt-CBFb FRET | TbHK1 inh
25 | -15 | -8 | -1 | -2
26 | -5 | -20 | 2 | -7
27 | -19 | -24 | -4 | -10
28 | 0 | -25 | 0 | 5
29 | -3 | 18 | -1 | 0
30 | 0 | 14 | 2 | -6
31 | -15 | -23 | -3 | -4
32 | -5 | -4 | 1 | 4

Carrying on.
cpd | SMILES | Runt-SMMHC FRET | p97 inhibitor | Furin inhibitor | EBV gp42 block | RBBP9 inh
33 | CC(C)CCNC(=O)CCC(=O)NNc1nc2ccccc2c2nc(-c3ccccc3)nn12 | 3 | -3 | -22 | 3 | 0
34 | O=C(NC(=S)NCC1CCCO1)C(c1ccccc1)c1ccccc1 (stereo not drawn) | -7 | 1 | -22 | -6 | -4
35 | CC(=O)N1CCN(c2ccnc3cc(Cl)ccc23)CC1 | -1 | 5 | -3 | -18 | -13
36 | Cc1ccc(OCCN2CCN(c3ncnc4sc(C)c(C)c34)CC2)cc1 | -3 | -3 | -17[20 µM] | -8 | 5
37 | CC(=O)Nc1ccc(S(=O)(=O)NC(C)C(=O)NCCc2ccc(F)cc2)cc1 (stereo not drawn) | 4 | -2 | -18 | -25 | -2
38 | COc1ccc2cc(CN(C(=O)Nc3ccccc3)C3CCCC3)c(=O)[nH]c2c1 | 7 | 4 | -19 | -10 | 0
39 | CC(=O)Cc1nsc(NC(=O)c2cc(-c3cccc(C(F)(F)F)c3)oc2C)n1 | -2 | 2 | -15[20 µM] | -12 | -7
40 | COc1ccc(OCC(N)=O)cc1 | -2 | 6 | -23 | -21 | 2

cpd | p47phox inh | Calpain2 inh | Runt-CBFb FRET | TbHK1 inh
33 | -14 | 10 | -3 | 5
34 | -4 | -18 | -2 | -4
35 | -1 | -11 | 3 | -13
36 | -2 | 1 | -10 | -12
37 | -11 | 8 | 2 | 5
38 | -3 | -48 | 6 | -18
39 | -24 | -43 | 3 | -6
40 | 0 | 4 | 0 | 3

Carrying on:
cpd | SMILES | Runt-SMMHC FRET | p97 inhibitor | Furin inhibitor | EBV gp42 block | RBBP9 inh
41 | O=[N+]([O-])c1ccccc1/C=C/C=N/n1c(-c2ccco2)n[nH]c1=S | 10 | -2 | 5 | -1 | -6
42 | Cc1cc(NC(=O)c2ccccc2)ncc1NC(=O)c1ccco1 | 1 | -27 | -16 | -16 | -4
43 | Cc1ccc2nc(SCC(=O)Nc3ccc4c(c3)CCC4)[nH]c2c1 | 5 | 7 | -35 | 1 | -4
44 | O=S(=O)(c1ccc(Br)s1)N1CCCCC1 | 0 | 1 | -24[20 µM] | -4 | -6
45 | CCNc1cc(Cl)nc(SC)n1 | 1 | -2 | -15[20 µM] | -22 | -7
46 | CN(C)CCCn1c(=S)[nH]c2ccccc2c1=O | 0 | 1 | -15 | -8 | -3
47 | CCCCC(=O)N1CCCC(c2nc(-c3cccc(OC)c3)no2)C1 (stereo not drawn) | 0 | -3 | -6 | -2 | -9
48 | CCc1cc(C(=O)NNC(=S)NCC2CCCO2)cs1 (stereo not drawn) | 2 | -1 | -11[20 µM] | -15 | -1

cpd | p47phox inh | Calpain2 inh | Runt-CBFb FRET | TbHK1 inh
41 | 0 | 11 | 10 | -6
42 | -7 | 9 | -1 | -3
43 | -15 | -4 | -3 | 1
44 | -4 | 10 | -2 | -2
45 | -16 | 4 | -1 | -1
46 | -1 | -10 | 0 | -2
47 | -55 | 10 | -3 | -7
48 | -5 | -25 | 0 | -3

Next section
cpd | SMILES | Runt-SMMHC FRET | p97 inhibitor | Furin inhibitor | EBV gp42 block | RBBP9 inh
49 | COc1cc(C2Oc3ccccc3C=C2[N+](=O)[O-])cc(OC)c1OC (stereo not drawn) | 3 | 5 | -13 | -26 | 1
50 | Cc1cc(NC(=O)CSc2nc(C(C)C)nc3ccccc23)no1 | 4 | 3 | -14[20 µM] | -3 | 1
51 | CC1CCN(c2cc(N3CCN(C(=O)c4ccc(F)c(F)c4)CC3)c([N+](=O)[O-])cc2F)CC1 | -2 | -7 | -14 | 0 | -7
52 | CC(=O)OCC(=O)[C@@]12OC3(CCCC3)O[C@@H]1C[C@H]1[C@@H]3CCC4=CC(=O)C=C[C@]4(C)[C@@]3(F)[C@@H](O)C[C@@]12C | 1 | 3 | -11 | 5 | 4

cpd | p47phox inh | Calpain2 inh | Runt-CBFb FRET | TbHK1 inh
49 | -6 | -10 | 4 | -11
50 | -8 | 5 | -2 | 2
51 | -10 | 18 | -4 | -8
52 | -7 | -24 | -3 | -1

Structures above that contain a thiophene ring, fused or not, in the order listed:
cpd | SMILES | Runt-SMMHC FRET | p97 inhibitor | Furin inhibitor | EBV gp42 block | RBBP9 inh
1 | O=C(Cc1cccs1)Nc1nnc(SCc2ccc(F)cc2)s1 | 2 | 1 | -11 | -7 | -7
5 | CC1CCc2sc(C(=O)OCC(=O)NCc3ccccc3)cc2C1 (stereo not drawn) | -3 | 2 | -24 | -15 | -6
15 | COc1ccc(Cl)cc1-c1nc(-c2ccc(NC(=O)c3cccs3)cc2)no1 | 0 | 2 | -11 | -9 | -16
31 | Cn1c(=O)n(C)c2cc(NS(=O)(=O)c3ccc(Cl)s3)ccc21 | -15 | 3 | -14 | 2 | 7
36 | Cc1ccc(OCCN2CCN(c3ncnc4sc(C)c(C)c34)CC2)cc1 | -3 | -3 | -17[20 µM] | -8 | 5
44 | O=S(=O)(c1ccc(Br)s1)N1CCCCC1 | 0 | 1 | -24[20 µM] | -4 | -6
48 | CCc1cc(C(=O)NNC(=S)NCC2CCCO2)cs1 (stereo not drawn) | 2 | -1 | -11[20 µM] | -15 | -1

cpd | p47phox inh | Calpain2 inh | Runt-CBFb FRET | TbHK1 inh
1 | -11 | 0 | -1 | 0
5 | -9 | -9 | 0 | -1
15 | -55 | -66 | -7 | 4
31 | -15 | -23 | -3 | -4
36 | -2 | 1 | -10 | -12
44 | -4 | 10 | -2 | -2
48 | -5 | -25 | 0 | -3

Bioassay records deposited in PubChem by several laboratories.

Outcome played no part in choosing rows; any-hit rate near 2.7%.
